Compound activity from PubChem BioAssay.
Kir21 inh = blocks the mouse Kir2.1 inward-rectifier potassium channel; B-score at 10 µM; P35561; HEK293-Kir2.1, FluxOR thallium flux fluorescence; hits give low values; 310,000 compounds, 0.85% hits;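 active = fluorescence ratio B-score at or below minus 3 SD of library scores, with starting-brightness B-score within 2 SD, cut at about -4.2 in these data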;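 note: channel flux triggered by added potassium and thallium sulfate stimulus; B-score of peak minus minimum fluorescence over baseline after thallium stimulus; more negative B-score means stronger Kir2.1 block with less thallium influx; some compounds called inactive have numbers as strong as hits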
Target sequence (P35561 whole entry, looked up): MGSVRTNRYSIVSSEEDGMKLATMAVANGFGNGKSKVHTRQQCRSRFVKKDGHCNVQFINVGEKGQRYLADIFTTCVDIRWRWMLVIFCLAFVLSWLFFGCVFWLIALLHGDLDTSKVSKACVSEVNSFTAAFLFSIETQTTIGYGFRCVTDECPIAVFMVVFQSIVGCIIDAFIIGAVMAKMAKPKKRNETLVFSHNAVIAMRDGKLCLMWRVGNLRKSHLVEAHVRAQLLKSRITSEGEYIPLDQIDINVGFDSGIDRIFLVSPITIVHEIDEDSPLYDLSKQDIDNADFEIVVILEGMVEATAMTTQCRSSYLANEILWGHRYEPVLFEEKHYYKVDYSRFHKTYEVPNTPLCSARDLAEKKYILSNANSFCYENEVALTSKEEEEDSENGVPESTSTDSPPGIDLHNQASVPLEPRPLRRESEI
KCNQ2 inh = KCNQ2 channel blockers in CHO-K1 cells – cell-based, FluxOR thallium flux, B-score, primary screen (AID 2156) | B-score at 10 µM | 310,000 compounds, 1.1% hits | 20 min; hits give low values | O88943;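 active = fluorescence ratio B-score at most minus 3 library SDs, with starting brightness B-score within 2 library SDs, cut at about -5.5 in these data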
The depositor's hits bear a star.

`CN1c2ccccc2N(C)C1(C)c1ccccc1` gave Kir21 inh 2.4 and KCNQ2 inh inactive.
Cc1ccc(N2C(=O)N(CC(=O)Nc3cc(Cl)ccc3C)C(=O)C2C)cc1 (stereo not drawn) was read as Kir21 inh 0.31 and KCNQ2 inh inactive.
`O=C(Nc1cccnc1)c1ccc2c(c1)C(=O)N(Cc1cccnc1)C2=O` gave Kir21 inh 2.3 and KCNQ2 inh inactive.
Screening COc1ccc([N+](=O)[O-])cc1NC(=S)NC(NC(C)=O)C(Cl)(Cl)Cl (stereo not drawn) returned Kir21 inh 0.74 and KCNQ2 inh inactive.
`COc1cc(/C=C2\SC(=Nc3ccc(O)cc3)NC2=O)cc(OC)c1OC` gave Kir21 inh 0.59 and KCNQ2 inh inactive.
For COc1cc(C(=O)N/N=C(\C)c2ccc(NC(=O)Cc3ccccc3)cc2)ccc1O the results were Kir21 inh -0.47 and KCNQ2 inh inactive.
`CC1CCN(S(=O)(=O)c2ccc(NC(=O)CNC3CCCCC3)cc2)CC1` gave Kir21 inh -0.14 and KCNQ2 inh inactive.
Cn1nc(C(=O)NCCOc2ccccc2)c2ccccc2c1=O was read as Kir21 inh -0.22 and KCNQ2 inh inactive.
Screening COc1ccc(CNCCC(c2ccc(OC(C)C)cc2)C(C)C)cc1OC (stereo not drawn) returned Kir21 inh -3 and KCNQ2 inh inactive.
Screening COc1ccc(-c2cc(C(=O)NC(Cc3c[nH]c4ccccc34)C(=O)O)c(C)o2)cc1OC (stereo not drawn) returned Kir21 inh -0.41 and KCNQ2 inh inactive.
For O=C1OC(c2cccs2)=N/C1=C\c1ccc(-c2ccccc2Cl)o1 the results were Kir21 inh -2.9 and KCNQ2 inh inactive.
`CCN1CCN(S(=O)(=O)c2ccc(Cl)c(C(=O)NC(C)c3ccccc3Cl)c2)CC1` (stereo not drawn) gave Kir21 inh 2.2 and KCNQ2 inh inactive.
Screening Cc1cc2c(cc1C)NC(c1cccnc1)C1=C(CC(C)(C)CC1=O)N2 (stereo not drawn) returned Kir21 inh -2.1 and KCNQ2 inh inactive.
Screening C[C@@]12C(=O)N(c3cccc(F)c3)C(=O)N1[C@H](c1ccc(F)cc1)[C@@H]1C(=O)N(C3CCCCC3)C(=O)[C@@H]12 returned Kir21 inh -0.22 and KCNQ2 inh inactive.
For CCNC(=S)N1N=C2c3ccccc3CCC2C1c1ccc(F)cc1 (stereo not drawn) the results were Kir21 inh -0.24 and KCNQ2 inh inactive.
Screening COc1ccc2c(C(=O)CN3CCN(c4ccccc4)CC3)c[nH]c2c1 returned Kir21 inh 0.02 and KCNQ2 inh inactive.
For CC(C)(CNS(=O)(=O)c1ccc(F)cc1)CNS(=O)(=O)c1ccc(F)cc1 the results were Kir21 inh -0.97 and KCNQ2 inh inactive.
For COc1ccc(C)cc1NC(=O)CSc1ccc(Cl)cc1 the results were Kir21 inh 0.45 and KCNQ2 inh inactive.
Screening CCCCC1=C([O-])C2N=CC=CC2=[N+](c2ccccn2)C1=O (stereo not drawn) returned Kir21 inh -1.3 and KCNQ2 inh inactive.
`COc1ccc(N2CCN(C3CCCN(Cc4cccc(C)c4)C3)CC2)cc1` (stereo not drawn) gave Kir21 inh -0.04 and KCNQ2 inh inactive.
For Cc1ccc(N2C(=O)N(CC(=O)Nc3ccc(F)c(F)c3)C(=O)C2C)cc1 (stereo not drawn) the results were Kir21 inh -1.1 and KCNQ2 inh inactive.
`COCCOC1CCN(C(=O)C2CCC(=O)N(CCc3ccccc3)C2)CC1` (stereo not drawn) gave Kir21 inh -0.95 and KCNQ2 inh inactive.
`Cc1ccc(-c2nc3c(c(SCC(=O)N4CCOCC4)n2)COC(C)(C)C3)cc1` gave Kir21 inh -0.02 and KCNQ2 inh inactive.
Screening COc1cccc(CNC(=O)CCC2CCCN(C(=O)c3cccnc3SC)C2)c1 (stereo not drawn) returned Kir21 inh -0.37 and KCNQ2 inh inactive.
`N#Cc1nc(-c2ccccc2)oc1NCc1ccco1` gave Kir21 inh 1.9 and KCNQ2 inh inactive.
CC(=O)c1ccc(NC(=O)C[n+]2ccc(N(C)C)cc2)cc1 was read as Kir21 inh 0.41 and KCNQ2 inh inactive.
Screening CC1CCCN(CC(O)COc2ccc(-c3ccccc3)cc2)C1 (stereo not drawn) returned Kir21 inh -3.7 and KCNQ2 inh inactive.
O=C(O)C(Sc1ccncn1)c1ccccc1 (stereo not drawn) was read as Kir21 inh -1.8 and KCNQ2 inh inactive.
Cc1cc(C(=O)CSc2nnnn2C)c(C)n1-c1cccc(F)c1 was read as Kir21 inh -0.21 and KCNQ2 inh inactive.
Screening Cc1cccc(NC(=O)c2ccc(S(=O)(=O)N3CC(C)OC(C)C3)cc2)n1 (stereo not drawn) returned Kir21 inh -0.36 and KCNQ2 inh inactive.
`CCOc1ccc(OCC(=O)N2CCOCC2)cc1` gave Kir21 inh -2.5 and KCNQ2 inh inactive.
`CC(C)[C@H](NC(N)=O)C(=O)Nc1cccc(S(=O)(=O)N2CCOCC2)c1` gave Kir21 inh 1.8 and KCNQ2 inh inactive.
For CC1(C)CC(NS(=O)(=O)c2ccc(C(C)(C)C)cc2)CC(C)(C)N1 the results were Kir21 inh -1.5 and KCNQ2 inh inactive.
`C=CS(=O)(=O)c1sc(Cl)c(N2CCOCC2)c1[N+](=O)[O-]` gave Kir21 inh -9.5* and KCNQ2 inh -6.8*.
CCn1c(SCC(N)=O)nnc1C(C)C was read as Kir21 inh 1.5 and KCNQ2 inh inactive.
Screening O=C(Nc1ccc(CN2CCOCC2)cc1)c1ccc(-c2ccc(Cl)cc2Cl)o1 returned Kir21 inh -0.01 and KCNQ2 inh inactive.
COC(=O)c1ccc(OC)c(CSc2nnc(COc3ccc(OC)cc3)o2)c1 was read as Kir21 inh -1.8 and KCNQ2 inh inactive.
`Cc1nc2ncnn2c(C)c1CCC(=O)N1CCN(c2ccccn2)CC1` gave Kir21 inh -1.5 and KCNQ2 inh inactive.
For CCOC(=O)c1c(C)c(-c2ccccc2)n(CC(=O)NCCC(C)C)c1C the results were Kir21 inh 1.9 and KCNQ2 inh inactive.
Cc1ccccc1N1CCN(CCCN2C(=O)C3CCCCN3C2=O)CC1 (stereo not drawn) was read as Kir21 inh 0.53 and KCNQ2 inh inactive.
Screening CC(C(=O)c1ccc(-c2ccccc2)cc1)[n+]1cccc(NC(=O)c2ccccc2)c1 (stereo not drawn) returned Kir21 inh -0.35 and KCNQ2 inh inactive.
For CCOC(=O)C1CCN(C(=O)CCNC(=O)c2ccccc2OC)CC1 the results were Kir21 inh 0.04 and KCNQ2 inh inactive.
CC/C(=N\OC(=O)c1ccc(OC(C)C)cc1)c1ccc(C)cc1 was read as Kir21 inh -1 and KCNQ2 inh inactive.
Screening COc1cc(C(=O)NCc2cc(C)nc3ccccc23)cc(OC)c1OC returned Kir21 inh 1.5 and KCNQ2 inh inactive.
Screening Cc1ccc2[nH]c(=O)c(CN(CC3CCCO3)S(=O)(=O)c3c(C)ccc4nsnc34)cc2c1 (stereo not drawn) returned Kir21 inh 0.09 and KCNQ2 inh inactive.
`CC(=O)c1cccc(Nc2ccc(-c3ccccc3F)nn2)c1` gave Kir21 inh -0.02 and KCNQ2 inh inactive.
For CCOc1ccc(S(=O)(=O)N2CCC(C(=O)NCc3cccnc3)CC2)cc1 the results were Kir21 inh 3.5 and KCNQ2 inh inactive.
`NC(N)=NCCCc1cn(CC(=O)N2CCNCC2)nn1` gave Kir21 inh -0.74 and KCNQ2 inh inactive.
CCOc1ccc(CNC(=O)Cn2c(=O)c3cccn3c3ccccc32)cc1 was read as Kir21 inh -0.99 and KCNQ2 inh inactive.
`N#Cc1ccc[n+](CC(=O)c2ccc(NC(=O)c3ccccc3)cc2)c1` gave Kir21 inh -0.42 and KCNQ2 inh inactive.

The list goes on (2 carried over from the part before).
CCOc1ccc(CNC(=O)Cn2c(=O)c3cccn3c3ccccc32)cc1 was read as Kir21 inh -0.99 and KCNQ2 inh inactive.
`N#Cc1ccc[n+](CC(=O)c2ccc(NC(=O)c3ccccc3)cc2)c1` gave Kir21 inh -0.42 and KCNQ2 inh inactive.
For O=C(NCCc1nnc2ccc(NCCCN3CCOCC3)nn12)c1ccccc1 the results were Kir21 inh 0.06 and KCNQ2 inh inactive.
`Cc1ccc(Cl)cc1N1CCN(C(=O)c2ccc3c(c2)CCN3S(C)(=O)=O)CC1` gave Kir21 inh 0.28 and KCNQ2 inh inactive.
For Cc1ccc(CNC(=O)CCS(=O)(=O)c2cccc3nsnc23)cc1 the results were Kir21 inh 0 and KCNQ2 inh inactive.
Screening CCOCCCNCC(=O)Nc1ccc(S(=O)(=O)NC(C)CC)cc1 (stereo not drawn) returned Kir21 inh -0.5 and KCNQ2 inh inactive.
`O=C(NCC1CCN(Cc2cccc(Cl)c2)CC1)Nc1ccc(Cl)cc1` gave Kir21 inh -0.71 and KCNQ2 inh inactive.
Cc1cc(C(F)(F)F)cc(NNC(=O)NC(=O)c2ccccc2Cl)n1 was read as Kir21 inh 1.6 and KCNQ2 inh inactive.
For COC(=O)Cc1csc(NC(=O)CSc2nnc3ccccn23)n1 the results were Kir21 inh 0.9 and KCNQ2 inh inactive.
`COCCCNc1nc2ccccc2nc1NS(=O)(=O)c1ccc(F)cc1` gave Kir21 inh 0.16 and KCNQ2 inh inactive.
`CCOC(=O)/C(C#N)=C/c1c(N2CCN(c3ccc(OC)cc3)CC2)nc2c(C)cccn2c1=O` gave Kir21 inh -0.02 and KCNQ2 inh inactive.
Screening CCC/C(C)=N/NC(=O)c1ccccc1O returned Kir21 inh 2.3 and KCNQ2 inh inactive.

Nothing new here: an excerpt of the list.
`O=C(NCC1CCN(Cc2cccc(Cl)c2)CC1)Nc1ccc(Cl)cc1` gave Kir21 inh -0.71 and KCNQ2 inh inactive.
Cc1cc(C(F)(F)F)cc(NNC(=O)NC(=O)c2ccccc2Cl)n1 was read as Kir21 inh 1.6 and KCNQ2 inh inactive.
For COC(=O)Cc1csc(NC(=O)CSc2nnc3ccccn23)n1 the results were Kir21 inh 0.9 and KCNQ2 inh inactive.
`COCCCNc1nc2ccccc2nc1NS(=O)(=O)c1ccc(F)cc1` gave Kir21 inh 0.16 and KCNQ2 inh inactive.
`CCOC(=O)/C(C#N)=C/c1c(N2CCN(c3ccc(OC)cc3)CC2)nc2c(C)cccn2c1=O` gave Kir21 inh -0.02 and KCNQ2 inh inactive.
Screening CCC/C(C)=N/NC(=O)c1ccccc1O returned Kir21 inh 2.3 and KCNQ2 inh inactive.

Continued:
O=c1c(Cl)c(N2CCC3(CC2)OCCO3)cnn1C12CC3CC(CC(C3)C1)C2 was read as Kir21 inh -0.17 and KCNQ2 inh inactive.
Screening Cc1ccc2nc(-c3ccncc3)c(NC3CCCC3)n2c1 returned Kir21 inh 0.49 and KCNQ2 inh inactive.
CCOC(=O)CN1C(=O)S/C(=C/c2cc(C)n(C)c2C)C1=O was read as Kir21 inh 2.4 and KCNQ2 inh inactive.
`Cc1ccc(-n2c(SCC(=O)Nc3cc(C)on3)nc3c(c2=O)SC(C)C3)cc1` (stereo not drawn) gave Kir21 inh 0.34 and KCNQ2 inh inactive.
`CCOC(=O)c1cc2c(N)c(C(=O)c3ccc(Br)cc3)sc2[nH]c1=O` gave Kir21 inh -0.48 and KCNQ2 inh inactive.
For COCCNC(=S)N/N=C(\C)CCc1ccc2c(c1)OCO2 the results were Kir21 inh 0.11 and KCNQ2 inh inactive.
C=CCn1c(-c2ccoc2C)n[nH]c1=S was read as Kir21 inh -0.1 and KCNQ2 inh inactive.
`Cc1c(C(=O)O)cc(C(C)(C)C)n1CCSCCO` gave Kir21 inh -0.03 and KCNQ2 inh inactive.
CCOC(=O)CSc1cc(C)nc(N)n1 was read as Kir21 inh 0.44 and KCNQ2 inh inactive.
Screening CN(Cc1ccccc1)C(=O)CN1C(=O)C2C3C=CC(C3)C2C1=O (stereo not drawn) returned Kir21 inh 0.02 and KCNQ2 inh inactive.
`Cc1c(C(=O)NCCN2CCOCC2)oc2ccc(S(=O)(=O)N3CCCCCC3)cc12` gave Kir21 inh -0.01 and KCNQ2 inh inactive.
For COc1ccc(NC2=C(NCCO)C(=O)c3ccccc3C2=O)cc1 the results were Kir21 inh 0.1 and KCNQ2 inh inactive.
C=CCN1C(=O)/C(=C\c2ccc(OC(=O)c3ccco3)c(OC)c2)SC1=S was read as Kir21 inh -1.7 and KCNQ2 inh inactive.
Screening CCOC(=O)c1cnc2ccc(Cl)cc2c1Nc1ccc(S(=O)(=O)Nc2ncccn2)cc1 returned Kir21 inh 1.5 and KCNQ2 inh inactive.
For Cc1cc(C)c(-c2cc(C)nc3ncnn23)c(C)c1 the results were Kir21 inh -0.82 and KCNQ2 inh inactive.
COC(=O)c1ccc(NC(=O)c2cccc(Cl)c2)o1 was read as Kir21 inh -3.1 and KCNQ2 inh inactive.
`Cc1[nH]c(=O)[nH]c(=O)c1S(=O)(=O)N1CCCC(C(=O)NCc2ccc3c(c2)OCO3)C1` (stereo not drawn) gave Kir21 inh 1.6 and KCNQ2 inh inactive.
`COc1ccc2nc(NC(=O)c3cnccn3)sc2c1` gave Kir21 inh 0.02 and KCNQ2 inh inactive.
c1ccc(-n2ncc3c(NCCCN4CCOCC4)ncnc32)cc1 was read as Kir21 inh 0.85 and KCNQ2 inh inactive.
`O=C(Nc1cccc(O)c1)c1cc(-c2ccc3c(c2)OCO3)on1` gave Kir21 inh -0.07 and KCNQ2 inh inactive.
C=CCn1c(=O)n(CCC#N)c(=O)n(CCC#N)c1=O was read as Kir21 inh 2.1 and KCNQ2 inh inactive.
Screening Cc1cccc(-n2c(SCC(=O)O)nc3sc4c(c3c2=O)CCC4)c1 returned Kir21 inh -0.16 and KCNQ2 inh inactive.
Screening CCCCC1=CC2=CC(=O)C(C)(OC(=O)CC)C(=O)C2=CN1C1CCCC1 (stereo not drawn) returned Kir21 inh -0.14 and KCNQ2 inh inactive.
